NS3 helicase inh = HCV NS3 helicase inhibition. NS3 helicase DNA unwinding, Cy5 molecular beacon fluorescence. inhibition, % at 10.9 µM. hit rate 0.56% among 290,000;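 active = inhibition above the mean of all tested compounds plus 3 SD, set per campaign, cut at about 35% in these data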;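 note: 0% = DMSO wells and 100% = thioflavine S control wells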
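System: NS3 helicase fragment of HCV / Schedule: 1 h at 25 °C / Control set: DMSO alone as 0% and 110 µM thioflavine S as 100% / Reagent: Cy5/quencher beacon DNA duplex and ATP to start / Technique: Cy5 fluorescence / Replication: singlicate / Evaluation: % inhibition of end-to-start signal ratio versus controls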
OXTR ag = human OXTR agonism. AID 2435. activation, % at 3 µM. CHO-OTR cells, Fluo-8 calcium fluorescence; normalized: DMSO 0%, oxytocin 100%. hit rate 0.32% among 320,000;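 active = activation above the mean of all tested compounds plus 3 SD, cutoff set per screening run, cut at about 20% in these data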;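 note: peak over basal fluorescence ratio from a 100 s FLIPR kinetic read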
Target sequence (P30559 whole entry, looked up): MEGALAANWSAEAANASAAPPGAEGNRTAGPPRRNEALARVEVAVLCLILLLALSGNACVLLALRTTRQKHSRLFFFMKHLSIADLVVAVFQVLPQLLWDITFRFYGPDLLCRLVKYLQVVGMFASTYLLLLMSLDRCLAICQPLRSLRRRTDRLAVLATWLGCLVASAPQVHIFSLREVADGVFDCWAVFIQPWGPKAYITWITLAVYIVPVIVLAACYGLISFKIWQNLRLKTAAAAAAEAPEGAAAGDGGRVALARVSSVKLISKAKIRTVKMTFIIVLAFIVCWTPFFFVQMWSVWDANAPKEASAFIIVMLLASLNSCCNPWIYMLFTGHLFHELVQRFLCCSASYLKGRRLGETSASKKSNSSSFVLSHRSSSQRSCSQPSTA
GPR7 antag = antagonists of human GPR7 (neuropeptides B/W receptor 1). hit rate 1.1% among 290,000. P48145. AID 1861. inhibition, % at 4.4 µM. GPR7-expressing cells, fluorescence antagonist assay; in the data active = inhibition above about 16%, passing the limit was not always enough;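 note: cells stimulated with the agonist NPW; 0% = agonist with vehicle and 100% = vehicle without agonist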
Target sequence (P48145 whole entry, looked up): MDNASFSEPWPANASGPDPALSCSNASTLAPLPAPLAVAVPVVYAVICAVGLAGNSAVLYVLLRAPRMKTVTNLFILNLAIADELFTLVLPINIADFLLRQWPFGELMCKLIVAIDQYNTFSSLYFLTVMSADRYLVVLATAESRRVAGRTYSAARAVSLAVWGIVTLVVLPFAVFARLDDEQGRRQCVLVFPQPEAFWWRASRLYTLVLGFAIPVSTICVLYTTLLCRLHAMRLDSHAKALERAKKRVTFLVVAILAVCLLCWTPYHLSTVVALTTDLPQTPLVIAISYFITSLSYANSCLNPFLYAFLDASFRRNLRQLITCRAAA
FID counter = fluorescent intercalator displacement, NS3 helicase counter-screen. hit rate 0.17% among 290,000. AID 1845. inhibition, % at 7.9 µM. DNA fluorescent intercalator displacement, fluorescence; in the data active = inhibition above about 37%;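 note: 0% = vehicle and 100% = reference compound; higher means more ethidium bromide displaced from hairpin DNA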
GalR3 antagonist = antagonists of human GalR3. O60755. HEK293 GalR3-CNG cAMP membrane potential fluorescence; galR3 body fused to GalR1 C-terminus. inhibition, % at 3 µM. hit rate 0.44% among 360,000;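 active = inhibition above the screen-wide average plus 3 SD, cut at about 13% in these data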;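 note: forskolin and galanin both at EC90 stimulate the cells; cAMP rise reported by CNG channel membrane potential dye signal; 0% = forskolin plus galanin with DMSO and 100% = forskolin alone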
VIM-2 inhibitor = blocks Pseudomonas aeruginosa VIM-2 metallo-beta-lactamase | hit rate 0.89% among 290,000 | purified VIM-2, nitrocefin hydrolysis, epi-absorbance fluorescence | inhibition, % at 5.6 µM;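 active = inhibition above the mean of all tested compounds plus 3 SD, cutoff set per screening run, cut at about 7.5% in these data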;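 note: red hydrolysis product quenches plate fluorescence so inhibitors raise well fluorescence; 0% = enzyme with DMSO and 100% = DMSO without enzyme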
IMP-1 inh = inhibitors of Pseudomonas aeruginosa IMP-1 metallo-beta-lactamase | hit rate 0.45% among 290,000 | AID 1556 | purified IMP-1, nitrocefin hydrolysis, epi-absorbance fluorescence | inhibition, % at 5.6 µM;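 active = inhibition above the mean plus 3 SD of all compounds in the same screening run, cut at about 4.5% in these data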;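 note: 0% = IMP-1 with DMSO and 100% = DMSO wells lacking enzyme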
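System: Purified recombinant IMP-1 metallo-beta-lactamase enzyme | Measured by: Fluorescence quenching readout, ex 480/em 530 nm | Replication: Singlicate | Incubation: 15 min preincubation plus 25 min reaction at 25 °C | Evaluation: Percent inhibition from optical density relative to buffer-blank wells | Benchmarks: DMSO with and without IMP-1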
V1aR counter = counter-screen for oxytocin receptor agonists: human V1a receptor agonists | P37288 | CHO-V1R cells, Fluo-8 calcium fluorescence, agonist mode; 0% DMSO, 100% 3 nM vasopressin | activation, % at 3 µM | hit rate 0.25% among 320,000 | AID 2797;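 active = activation above the mean activation of all tested compounds plus 3 SD, per screening run, cut at about 20% in these data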;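 note: signal is peak over basal fluorescence ratio across a 100 second FLIPR read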
PHOSPHO1 block = blocks human PHOSPHO1 phosphatase activity; recombinant PHOSPHO1, absorbance phosphatase assay; inhibition, % at 13.3 µM; AID 1565; Q8TCT1; hit rate 1.1% among 290,000; in the data active = inhibition above about 60%
Target sequence (Q8TCT1 whole entry, looked up): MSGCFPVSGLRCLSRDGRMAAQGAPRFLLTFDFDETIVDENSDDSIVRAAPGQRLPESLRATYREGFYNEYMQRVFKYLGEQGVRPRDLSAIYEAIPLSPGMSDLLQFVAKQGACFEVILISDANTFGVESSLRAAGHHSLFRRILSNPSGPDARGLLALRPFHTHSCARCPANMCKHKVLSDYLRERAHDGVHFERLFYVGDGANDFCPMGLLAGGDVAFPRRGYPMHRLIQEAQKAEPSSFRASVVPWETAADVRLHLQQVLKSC
An asterisk follows results filed as active; nt = no result given.

Start of the listing, in advance (3 entries):
SMILES	NS3 helicase inh	OXTR ag	GPR7 antag	FID counter	GalR3 antagonist	VIM-2 inhibitor	IMP-1 inh	V1aR counter	PHOSPHO1 block
Cc1ccc(-c2noc(CSc3nnnn3C3CCCCC3)n2)cc1	-11.8	1.2	-17.8	-14.6	-1.1	-1.2	-2.9	1.5	6.7
Nc1nc(SCc2ccc(F)cc2)n[nH]1	-1.6	1.6	-10.8	-3.4	-8.9	-2.1	-0.7	0.5	19.3
Cn1c(N)c(C(=O)COC(=O)c2ccc(Cl)c(S(=O)(=O)N3CCCCC3)c2)c(=O)n(C)c1=O	4.0	-0.8	-1.7	-0.6	-10.5	-0.6	-3.8	1.0	-21.4

Main list (from the top)
SMILES	NS3 helicase inh	OXTR ag	GPR7 antag	FID counter	GalR3 antagonist	VIM-2 inhibitor	IMP-1 inh	V1aR counter	PHOSPHO1 block
Cc1ccc(-c2noc(CSc3nnnn3C3CCCCC3)n2)cc1	-11.8	1.2	-17.8	-14.6	-1.1	-1.2	-2.9	1.5	6.7
Nc1nc(SCc2ccc(F)cc2)n[nH]1	-1.6	1.6	-10.8	-3.4	-8.9	-2.1	-0.7	0.5	19.3
Cn1c(N)c(C(=O)COC(=O)c2ccc(Cl)c(S(=O)(=O)N3CCCCC3)c2)c(=O)n(C)c1=O	4.0	-0.8	-1.7	-0.6	-10.5	-0.6	-3.8	1.0	-21.4
CCOC(=O)CCc1c(C)c(C#N)c2nc3ccccc3n2c1-n1cnc2ccccc21	11.1	-2.1	5.8	-12.2	-5.9	-2.7	-5.1	-1.6	13.0
CCOc1cc(Br)cc(/C=N/NC(=O)c2cccnc2)c1O	14.2	0.0	-15.8	-18.4	-7.2	-3.2	-2.9	2.4	44.7
CN1CCc2c(sc(NC(=O)c3ccc(S(=O)(=O)N4CCCC4)cc3)c2C(N)=O)C1	-0.2	1.2	-13.5	-5.9	1.6	3.2	-1.7	1.9	28.0
O=C(NCCCN1CCCC1=O)C1CCN(S(=O)(=O)N2CCOCC2)CC1	2.9	nt	-14.8	-2.6	-2.4	-2.1	-5.2	nt	23.4
COC(=O)c1c(C(=O)OC)c(-c2ccc(C)cc2)n2c1CS(=O)(=O)C2	1.5	0.2	4.0	-14.2	-1.2	-2.5	-0.8	1.2	-4.9
CNC(=S)NNC(=O)Cn1ccc(C)n1	2.5	0.9	-5.5	-2.6	-6.4	-2.2	2.3	0.8	-2.6
Cc1ccc2c(c1)N(CC(=O)NCc1cccs1)C(=O)CO2	7.5	0.8	0.5	-2.8	-6.4	0.9	-1.7	-0.3	-14.7
C(=N\Nc1ccccn1)/c1cccnc1	9.9	-0.7	6.3	-4.5	-6.5	0.2	-0.1	-0.1	33.9
CC(/C=N/NC(=O)Cn1cnc2c1c(=O)n(C)c(=O)n2C)=C\c1ccco1	5.2	0.0	-3.7	-16.3	-0.2	0.1	0.3	1.1	20.3
O=C(Nc1ccccc1Cl)N1CCn2c(nc3ccccc32)C1	-3.0	-0.5	-4.6	-2.0	-3.9	-2.3	-2.4	0.1	-13.6
COC(=O)c1cn(NC(=O)C2CCCO2)c(=O)c2ccccc12 (stereo not given)	1.9	0.6	-8.7	0.1	1.6	0.1	-3.5	-0.1	-4.7
Cc1ccc(NC2CCCN(C(=O)c3cc4ncccn4n3)C2)cc1C (stereo not given)	6.9	-1.1	-3.8	-10.0	-0.8	-0.6	-1.7	-0.3	21.8
Cc1cc(C)cc(NC(=O)C2CCCC2)c1	4.1	-1.6	-10.7	-3.6	-4.1	-0.7	-4.4	-1.4	-9.6
C=CCNc1nnc(SC2CC(=O)N(c3ccc(OCCC)cc3)C2=O)s1 (stereo not given)	-1.6	-2.1	-2.9	-7.3	-2.8	-1.9	-1.1	0.0	99.8*
O=C(CCCSc1nc2ccccc2[nH]1)NCc1ccco1	8.3	-2.9	-7.4	3.0	-1.1	-3.2	-4.0	0.4	17.7
CSc1ccc(C2C(C#N)=C(N)Oc3c2ccc(=O)c2c(C)oc(C)c32)cc1 (stereo not given)	28.7	4.8	-5.0	-30.3	-1.9	-3.2	-2.2	3.7	14.1
CCCCCN1C(C)=CC(=C(C#N)C#N)C=C1C	-2.2	-1.1	1.1	-3.7	-8.6	0.3	0.5	0.9	51.9
O=C(Nc1ccc(N2CCOCC2)cc1N1CCOCC1)c1ccc(Cl)cc1	1.8	0.8	-2.1	-24.5	4.2	-3.1	-1.0	0.1	26.3
CC1(C)Cc2c(C#N)c(N3CCN(C(=O)c4ccco4)CC3)nc(-c3ccco3)c2CS1	23.0	-1.2	-9.1	-24.4	-1.6	-3.7	-1.9	-0.6	-3.2
COc1ccc(C(=O)COC(=O)/C=C/c2ccc(S(=O)(=O)Nc3cccc(S(N)(=O)=O)c3)cc2)cc1	-1.6	1.3	-2.6	-14.1	-9.1	2.8	-1.6	1.9	17.0
CC(C)Sc1nc2c(c(=O)[nH]c(=O)n2C)n1Cc1ccccc1	6.3	-1.2	-13.4	-24.1	-1.6	-1.2	-4.8	-0.8	13.9
CCOC(=O)N1CCN(C(=O)CNC(=O)c2nn(-c3ccc(OC)c(Cl)c3)c(=O)c3ccccc23)CC1	-10.9	-1.2	-6.1	-36.0	-6.7	-0.9	-1.5	2.1	16.1
Next entries
SMILES	NS3 helicase inh	OXTR ag	GPR7 antag	FID counter	GalR3 antagonist	VIM-2 inhibitor	IMP-1 inh	V1aR counter	PHOSPHO1 block
O=C(CSc1nccn1-c1ccc(Cl)cc1)NCc1ccc2c(c1)OCO2	-6.7	-0.4	-7.3	-24.9	-4.1	-0.6	-4.6	-0.7	68.4*
Cc1c(NC(=O)COc2ccc(C(C)C)cc2)c(=O)n(-c2ccccc2)n1C	-1.4	-0.7	-9.9	-30.5	-1.1	-4.0	-3.1	-0.4	28.0
O=C(NN1CCCCC1)c1ccc(COc2ccc(Cl)cc2)cc1	0.0	1.0	-12.6	-7.2	1.1	-3.0	-2.2	9.8	22.8
CN(C)CCOC(=O)C12CC3(C)CC(C)(CC(C)(C3)C1)C2	-14.8	3.9	-0.1	7.8	-4.5	0.1	-4.0	2.0	25.2
O=C(/C=C/c1ccc(Cl)cc1Cl)Nc1cccc(S(=O)(=O)NC2=NCCCCC2)c1	-1.6	0.4	-6.2	-2.1	-2.4	-0.6	-2.7	1.8	4.2
C=CCn1c(NCc2ccccc2)nc2ccccc21	-5.0	-1.2	3.2	2.9	-3.4	-4.3	-0.4	-0.8	-9.4
CCOC(=O)C1CCN(C(=O)Cn2cc(C(=O)C3CC3)c3ccccc32)CC1	-7.8	-0.3	-8.5	-12.6	-1.5	0.7	-1.2	-0.1	11.3
O=C(CN1CCN(Cc2cccc(F)c2)CC1)NCc1ccccc1	3.5	0.6	-14.9	-6.2	-0.2	-3.5	-3.3	1.1	24.1
COc1ccc(C2c3c(oc4ccc(Cl)cc4c3=O)C(=O)N2Cc2ccco2)cc1OC (stereo not given)	-6.3	nt	-4.0	3.5	nt	-0.7	-0.8	nt	-0.2
O=C(Cn1cc(C(=O)c2cccs2)c2ccccc21)NCC1CCCO1 (stereo not given)	-1.7	-0.2	-10.8	2.5	-0.9	-2.5	-3.5	0.8	18.0
CCNC(=O)CCSc1nc2cc(Cl)ccc2o1	2.0	0.9	-13.2	-6.2	-2.9	0.8	-1.7	1.5	-1.9
Cc1noc(C)c1CN1C(=O)NC2(CCCCCCC2)C1=O	-2.2	-0.2	-3.2	-5.6	0.4	-1.6	-3.0	1.6	15.2
O=C(NCCN1C(=O)S/C(=C\c2ccccc2F)C1=O)C1CCN(S(=O)(=O)c2cccs2)CC1	-6.6	15.1	-11.4	-5.0	2.7	-2.4	-1.9	10.7	-23.9
CN(C)C(CNC(=O)c1ccc(NS(=O)(=O)c2cccc([N+](=O)[O-])c2)cc1)c1ccco1 (stereo not given)	-11.5	-0.7	-6.4	15.6	-0.7	-1.4	0.2	-0.8	17.6
Cc1nnc(SC(C)C(=O)Nc2sc3c(c2C#N)CCCC3)[nH]c1=O (stereo not given)	32.1	0.1	-1.8	-35.7	-8.4	-1.3	-1.8	0.0	26.9
N#Cc1cn(OCc2ccccc2)c(=O)[nH]c1=O	2.0	0.7	-4.5	-0.3	-6.9	-0.3	-2.0	0.7	-9.8
Cc1c(C(=O)N2CC3(CC(c4cccc(NC(=O)CC(c5ccccc5)c5ccccc5)c4)=NO3)C[C@@H]2C(N)=O)cc([N+](=O)[O-])cc1[N+](=O)[O-] (stereo not given in full)	nt	-0.5	nt	nt	-8.4	nt	nt	2.3	35.3
CSc1cccc(NC(N)=S)c1	-3.6	0.6	3.5	-1.0	-0.6	0.6	-1.3	0.7	-5.4
Cc1noc(C)c1COc1cccc(C(=O)N2CCN(C/C=C/c3ccccc3)CC2)c1	-16.5	7.1	16.8	-23.0	-9.6	-1.4	-0.5	9.4	-75.2
Fc1ccc(OCc2cc(-c3ccccc3)no2)cc1	1.2	-1.8	5.3	-8.5	-12.1	-1.9	-4.9	-0.4	22.7
COc1cc(NC(=O)CC(C)C)ccc1NC(=O)c1ccco1	8.5	0.2	-11.3	-12.2	-1.1	-2.3	-2.9	-1.6	nt
Cc1c(NC(=O)C23CC4CC(CC(C)(C4)C2)C3)c(=O)n(-c2ccccc2)n1C	-3.8	0.4	-9.3	-6.3	-1.3	0.4	-4.0	1.8	40.8
Cc1cc(C)cc(NC(=O)C2CCC(CNC(=O)[C@@H]3Cc4ccccc4CN3)CC2)c1 (stereo not given in full)	-21.6	-0.4	-6.2	19.4	-3.0	-1.6	-1.2	0.0	23.9
CC(=O)NCC(=O)N1CCCC(C(=O)c2ccc3c4c(cccc24)CC3)C1 (stereo not given)	1.4	0.8	2.0	-24.7	3.8	0.8	-0.7	0.8	56.0
CCOC(=O)c1ccc(NS(=O)(=O)c2ccc3c(c2)oc(=O)n3C)cc1	6.4	3.6	2.2	-6.9	-0.4	-3.4	-2.3	7.0	-7.1
O=C(NC(=C(Cl)Cl)S(=O)(=O)c1ccc(Cl)cc1)c1ccccc1	0.5	-2.1	-13.7	-6.1	-5.2	-0.9	-2.5	-1.8	3.3

Look-ups from above.
VIM-2 inhibitor with COc1cc(NC(=O)CC(C)C)ccc1NC(=O)c1ccco1 : -2.3
FID counter with Cc1noc(C)c1CN1C(=O)NC2(CCCCCCC2)C1=O : -5.6

Printed as active in PHOSPHO1 block (from the list above):
| canonical_smiles | NS3 helicase inh | GPR7 antag | GalR3 antagonist | VIM-2 inhibitor | IMP-1 inh | PHOSPHO1 block |
| --- | --- | --- | --- | --- | --- | --- |
| C=CCNc1nnc(SC2CC(=O)N(c3ccc(OCCC)cc3)C2=O)s1 (stereo not given) | -1.6 | -2.9 | -2.8 | -1.9 | -1.1 | 99.8* |
| O=C(CSc1nccn1-c1ccc(Cl)cc1)NCc1ccc2c(c1)OCO2 | -6.7 | -7.3 | -4.1 | -0.6 | -4.6 | 68.4* |

Screening data: PubChem BioAssay, several laboratories

Not a hit list; about 4.3% have a hit in one of these screens.
